Screening results: PubChem BioAssay, National Center for Advancing Translational Sciences (NCATS)
LDHA block: blocks human lactate dehydrogenase A. P00338. purified LDHA, NADH/diaphorase-resazurin fluorescence; active compounds read low. activity change, % (values are at about 110 or 230 µM). 480,000 compounds, 0.15% hits. AID 1347041; in the data active means activity change below about -30%; inconclusive means mostly about -25% to -30%;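 further: plate controls were DMSO wells for no effect and wells without enzyme for full effect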
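Resorufin fluorescence (ex540/em590), read at 0 and 20 min after diaphorase/resazurin addition, reports the NADH left after a 5 min room-temperature reaction of 2 nM human LDH5 with 0.06 mM NADH and 0.2 mM pyruvate.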
Vif-A3G inh: blocks the Vif interaction with human APOBEC3G. Q9HC16. HeLa A3G-eYFP + Vif (tagged APOBEC3G with the HIV-1 protein that degrades it), YFP fluorescence, overnight. Potency, µM (series often up to 46.1 µM), for the others: top-dose activity, negative = active, usual class: inhibitors. 410,000 compounds, 0.076% hits. AID 602310;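 further: potency means the concentration at half of the fitted maximal effect; on the % scale 0 is the no-effect control and ±100 the full control effect; nearly all actives have a fitted effect of over 60% in size; hits raise eYFP signal because A3G escapes Vif-driven loss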
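Read-out is eYFP fluorescence (Ex 488/Em 500-530) from Vif-expressing HeLa A3G-eYFP cells; more signal means A3G escaped Vif-mediated degradation. Cells plated overnight, compound pinned in, incubated overnight at 37 deg C.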
Glioma ERSR ind: ER stress response induction in glioma. U87-MG GRP78 promoter luciferase reporter, 16 h. Potency, µM, for the others: at the highest dose activation, hits mostly activators. 420,000 compounds, 0.02% hits; further: potency means the concentration at half of the fitted maximal effect; series mostly up to about 76 µM; % of control where 0% means no effect; nearly all actives have a fitted effect of over 35% in size
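ERSR induction read as luciferase luminescence (Bright-Glo, 10 min at room temperature) in stably transfected human U87-MG glioma cells exposed to compounds for 16 h, using GRP78 as sensor.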
D1 ag: activates the human D1 dopamine receptor. 360,000 compounds, 1% hits. HEK293 T-REx D1 cells, calcium flux, agonist mode. activation, % at 2 µM. P21728. AID 504660; in the data active means activation above about 30%; further: 0% is about no effect
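Agonism was scored from calcium flux recorded over 180 s (1 read/s) after pintool compound addition, following a 10-cycle baseline. Cells were inducible force-coupled HEK293 TREx D1, plated overnight at 30 C and loaded with no-wash calcium dye.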
D1 antag: human D1 dopamine receptor antagonism; P21728; HEK293 TREx D1 cells, calcium flux, dopamine EC80; active compounds read low; activity change, negative = inhibition, % at 10 µM; 360,000 compounds, 3.2% hits; AID 504652; in the data active means activity change below about -30%; further: on the % scale 0 is the no-effect control and ±100 the full control effect
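Tetracycline-induced HEK293 Trex D1 cells, force-coupled to calcium, dye-loaded; compounds added and read 180 s, then EC80 dopamine added and calcium flux tracked kinetically another 180 s.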
D1 PAM: potentiators of human D1 dopamine receptor. P21728. HEK293 TREx D1 cells, calcium flux, dopamine EC20 potentiation. potentiation, % at 10 µM. 360,000 compounds, 0.036% hits; in the data active means potentiation above about 30%; further: 0% is about no effect
D2 PAM: positive allosteric modulators of human D2 dopamine receptor | HEK293 T-REx D2, calcium flux, EC20 dopamine potentiation | potentiation, % at 10 µM | 340,000 compounds, 0.34% hits;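 active means potentiation over 3 SD above the plate norm, cut at about 30% in these data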; further: 0% is about no effect
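Tetracycline-induced HEK293 T-REx cells force-coupled to calcium signalling expressed D2; compounds were pin-added after a 10 s baseline, read kinetically 180 s, then an EC20 dopamine challenge followed with a further 180 s calcium read.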
RXFP1 agonist: activates the human relaxin receptor RXFP1; Q9HBX9; HEK293T-RXFP1 cAMP TR-FRET, 30 min; response scale: percent of porcine relaxin response, buffer zero; Potency, µM (top dose mostly 57.5 µM), inactives show at the top dose activation, actives largely listed as activators; 370,000 compounds, 0.3% hits; further: potency means the concentration at half of the fitted maximal effect; on the % scale 0 is the no-effect control and ±100 the full control effect; nearly all actives have a fitted effect of over 60% in size; many of its hits are not listed in these tables
Target sequence (Q9HBX9 whole entry, looked up): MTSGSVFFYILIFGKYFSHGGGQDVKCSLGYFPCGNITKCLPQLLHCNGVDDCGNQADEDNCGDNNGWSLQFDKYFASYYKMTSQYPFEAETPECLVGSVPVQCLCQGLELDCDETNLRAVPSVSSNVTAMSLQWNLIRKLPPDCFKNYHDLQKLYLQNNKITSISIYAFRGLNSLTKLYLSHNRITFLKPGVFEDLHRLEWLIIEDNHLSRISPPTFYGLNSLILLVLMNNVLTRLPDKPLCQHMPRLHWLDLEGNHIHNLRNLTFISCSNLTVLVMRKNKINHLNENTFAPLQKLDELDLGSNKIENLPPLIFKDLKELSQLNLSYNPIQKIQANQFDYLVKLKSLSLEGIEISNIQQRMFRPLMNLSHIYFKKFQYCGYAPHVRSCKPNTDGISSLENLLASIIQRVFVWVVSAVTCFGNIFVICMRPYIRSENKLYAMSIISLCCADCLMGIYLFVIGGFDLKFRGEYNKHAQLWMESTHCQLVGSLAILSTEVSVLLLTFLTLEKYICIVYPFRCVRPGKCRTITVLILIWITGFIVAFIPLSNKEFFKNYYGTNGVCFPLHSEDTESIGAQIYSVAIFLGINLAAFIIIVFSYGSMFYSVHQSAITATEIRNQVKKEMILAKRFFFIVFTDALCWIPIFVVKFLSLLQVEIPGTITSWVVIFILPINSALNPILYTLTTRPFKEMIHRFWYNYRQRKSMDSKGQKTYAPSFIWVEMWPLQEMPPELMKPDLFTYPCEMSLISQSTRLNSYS
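HEK293 cells stably expressing RXFP1, treated 30 min at 37C with compounds plus PDE4 inhibitor Ro 20174; cAMP measured by HTRF TR-FRET. Normalized to buffer and 29 nM porcine relaxin; EC50 by Hill fit.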
Vif-APOBEC3F blk: blocks the Vif interaction with APOBEC3F | Potency, µM (titrated, usually from 46.1 µM), for the others: at the top dose activity, negative = active | HeLa A3F-eYFP + Vif (tagged APOBEC3F with the HIV-1 protein that degrades it), YFP fluorescence increase | 390,000 compounds, 0.2% hits | AID 602313; further: potency means the concentration at half of the fitted maximal effect; % of control where 0% means no effect; nearly all actives have a fitted effect of over 65% in size
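HeLa cells stably expressing A3F-eYFP plus Vif, plated and incubated overnight at 37 deg C, then exposed to compounds overnight at 37 deg C. Blocked degradation read as raised yellow fluorescence (Ex 488/Em 500-530).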
Numbers without * were called inactive; ? = inconclusive; · = not tested or not shown; & = joins results of further samples. Unless noted, the call rests on the fitted dose curve; in most records, active means well fitted curve in the direction sought with a large enough effect; inconclusive means small, poorly fitted or top-dose-only effect, or another doubt; inactive means no such curve, though single readings can be large; an effect the other way counts as inactive or inconclusive. Only part of the results is shown; the hit share may differ from the screen's.

compound	LDHA block	Vif-A3G inh	Glioma ERSR ind	D1 ag	D1 antag	D1 PAM	D2 PAM	RXFP1 agonist	Vif-APOBEC3F blk
C[C@H]1CN([C@@H](C)CO)C(=O)c2cccc(NC(=O)Nc3ccc(C(F)(F)F)cc3)c2O[C@@H]1CN(C)C(=O)Nc1ccc(F)cc1	4	?	-8%	·	·	·	·	·	-5%
COCC(=O)N/N=C/c1c(C)[nH]n(-c2ccccc2)c1=O	-15	-5%	-6%	1	1	0	33*	0.9%	-11%
CS(=O)(=O)c1ccc2nc(NC(=O)Cc3ccccc3)sc2c1	-11	-8%	-2%	1	4	-1	6	-1.2%	-16%
CCOC(=O)C1CCN(C(=O)c2cccc(NC(=O)C(CC)CC)c2)CC1	-8	1%	-3%	2	-1	3	16	0.2%	7%
COc1ccc(/C=C/C(=O)OCC(=O)NCc2ccccc2)cc1OC	-11	-10%	-6%	0	-19	-3	-12	0.6%	0%
CCn1c(CN2CCC(C)CC2)nc2cc(NC(=O)c3ccc([N+](=O)[O-])cc3)ccc21	0	2%	-4%	-2	-9	0	-39	-2.1%	4%
COC(=O)[C@H](C)N(Cc1ccc(Cl)c(Cl)c1)S(=O)(=O)CCN1CCN(c2ccccc2)CC1	4	-2%	-1%	·	·	·	·	·	7%
COC(=O)c1ccc(S(=O)(=O)N2CCCN(Cc3ccccc3)CC2)n1C	-1	2%	-4%	5	-14	-11	-5	-1.7%	12%
CC(=O)Nc1ccc(NC(=O)C(C)OC(=O)c2ccc3ccccc3n2)cc1 (centres undefined)	-3&-1	-7%	-6%	-1	8	-1	11	0.1%	-20%
Cc1ccc(Cl)cc1N1CCN(c2cccc[n+]2C)CC1	-16	-3%	-6%	0	25	0	14	-0.2%	5%
CCCCC(=O)OCc1c(-c2ccccc2)ncc2ccccc12	1	-7%	-2%	0	·	-5	9	1.2%	-18%
COC(=O)CCC(=O)NNC(=O)CCCOc1ccc(Cl)cc1Cl	-2	2%	-6%	·	·	·	·	-0.2%	-10%
CCC(C)NC(=O)C(=O)NCc1ccncc1 (centres undefined)	-5	1%	-1%	2	3	3	5	2.7%	-1%
Cc1nc(NC(=S)NC(=O)COc2ccc(Cl)cc2)ccc1Br	-9	-1%	-4%	1	-4	-2	4	-0.8%	-5%
Cc1cccc(NC(=O)Nc2nnc(N3CCCC3)s2)c1	-1	2%	0%	8	-1	-4	0	1.2%	3%
COc1ccc(OC)c(-c2cc(C(=O)N3CCN(c4ncccn4)CC3)c3ccccc3n2)c1	2	-13%	-2%	0	-3	2	·	2.5%	0%
N#CC(c1ccccc1)c1ccc(C(=O)c2ccc(F)cc2)cc1 (centres undefined)	-3	-8%	4%	13	4	-9	1	18%	-9%
N#Cc1c(-c2ccco2)nc(SCC(=O)Nc2cccc(Cl)c2)[nH]c1=O	-12	1%	-5%	5	18	-4	11	?	1%
Cc1cc2occ(CC(=O)N(C)CC(=O)Nc3ccccc3Cl)c2cc1C	-5	0%	-4%	2	1	1	13	1.5%	-4%
COc1ccc(CNC(=O)C2CCCN(C(=O)N3CCOc4ccccc43)C2)cc1 (centres undefined)	-2	6%	-3%	3	-6	0	0	-2.2%	11%
CCN(CC)c1ccc(NC(=O)C2CCN(c3nnc(-n4cccc4)s3)CC2)c(C)c1	14	0%	-3%	0	-38*	0	-11	-1.4%	-4%
Cc1ccccc1C(=O)Nc1ccccc1-n1cccc1	2	-4%	0%	0	9	0	2	2.0%	-4%
O=C(/C=C/c1ccc(F)cc1)Nc1cc(S(=O)(=O)N2CCOCC2)ccc1N1CCCC1	-1	-9%	-2%	0	-7	-1	-7	-0.8%	1%
CCCc1nnc(SCC(=O)N2CCCCC2)n1CC1CCCO1 (centres undefined)	-6	0%	-4%	10	2	-7	-10	-4.3%	-1%
O=C1C(=O)N(CCCN2CCOCC2)C(c2ccc(F)cc2)/C1=C(\O)c1ccc2c(c1)OCCO2 (centres undefined)	-2	0%	10%	3	0	-1	1	?	5%

2 of these compounds in a different format:
Structure: N#CC(c1ccccc1)c1ccc(C(=O)c2ccc(F)cc2)cc1 (centres undefined)
  LDHA block: -3; Vif-A3G inh: -8%; Glioma ERSR ind: 4%; D1 ag: 13; D1 antag: 4; D1 PAM: -9; D2 PAM: 1; RXFP1 agonist: 18%; Vif-APOBEC3F blk: -9%

Structure: COC(=O)c1ccc(S(=O)(=O)N2CCCN(Cc3ccccc3)CC2)n1C
  LDHA block: -1; Vif-A3G inh: 2%; Glioma ERSR ind: -4%; D1 ag: 5; D1 antag: -14; D1 PAM: -11; D2 PAM: -5; RXFP1 agonist: -1.7%; Vif-APOBEC3F blk: 12%

Further results follow:
compound	LDHA block	Vif-A3G inh	Glioma ERSR ind	D1 ag	D1 antag	D1 PAM	D2 PAM	RXFP1 agonist	Vif-APOBEC3F blk
CN(Cc1cccc2ccccc12)C(=O)c1cc(COc2c(F)cccc2F)on1	3	-1%	-3%	7	-8	2	·	-0.4%	0%
COc1ccc(OCCCC(=O)OCC(=O)Nc2sccc2C(N)=O)cc1	-2	0%	0%	20	-23	-8	-2	1.6%	0%
COc1cccc(N2CCN(C(C)C(=O)NC34CC5CC(CC(C5)C3)C4)CC2)c1 (centres undefined)	1	-7%	-4%	3	11	-1	3	0.1%	-14%
Cn1c(=O)c2c(nc(NCCc3ccccc3)n2Cc2ccc(F)cc2)n(C)c1=O	1	-3%	-2%	15	-9	-13	10	0.3%	-2%
COc1cccc(C(=O)Nc2ccc3c(c2)OCO3)c1OC	-7	-8%	-5%	4	-14	-1	-10	-0.7%	-9%
O=C(CCN=C1NS(=O)(=O)c2ccccc21)OCC(=O)c1ccc(F)c(F)c1	-7	-1%	-2%	3	-3	-3	16	0.7%	-18%
O=C(Nc1ncccc1O)c1cccc(S(=O)(=O)NCc2ccccc2)c1	5	0%	9%	2	8	-3	-7	0.9%	5%
CCOC(=O)c1ccc(N2C(=O)c3n[nH]c(-c4ccco4)c3C2c2ccc(OCC)cc2)cc1 (centres undefined)	-10&-6	-4%	?	4	37	10	10	-0.1%	-9%
CCOc1ccc(S(=O)(=O)N(C)c2ccc(OCC(=O)NCc3ccc(C(=O)OC)cc3)cc2)cc1	-4	2%	-4%	7	-9	4	18	3.3%	5%
Cc1ccc(S(=O)(=O)Nc2cc(Cl)c(O)cc2C)cc1	2	-5%	3%	11	-29	-4	-2	2.0%	-12%
Cc1ccc(NC(=O)c2nccnc2C(=O)O)cc1C	-1	2%	0%	2	-7	-3	-5	-0.5%	1%
C=CCOc1c(CNc2cccc(C(=O)O)c2)cccc1OCC	5	-5%	8%	1	-3	1	-11	0.5%	-1%
CCOC(=O)c1ccccc1NC(=O)c1c2c(nc3ccccc13)C(=O)N(C1CCCCC1)C2	-3	-4%	0%	2	14	-4	4	3.0%	-8%
COc1cc(C(=O)O[C@H]2C/C(C)=C/CC[C@]3(C)O[C@@H]3C(O)C2C(C)C)cc(OC)c1OC (some centres undefined)	3	-2%	-2%	3	-15	-7	10	6.6%	0%
CSc1ccccc1OCc1cc(C(=O)N(C)Cc2ccc(C)o2)no1	-1	0%	6%	4	1	-20	-22	3.9%	-5%
COc1ccc(C(C)(C)C)cc1NC(=O)C1CC(=O)N(C2CCCC2)C1 (centres undefined)	-9	-5%	-1%	·	·	·	·	·	0%
CC1CCCC(NC(=O)NC(=O)COC(=O)c2ccc(O)cc2O)C1C (centres undefined)	2	-4%	?	8	2	-10	-3	0.0%	-2%
CCCC(NC(=O)Cc1c(C)c2c(cc(C)c3c(C)coc32)oc1=O)C(=O)O (centres undefined)	-5	1%	-4%	3	0	-8	-4	4.4%	-8%
C[C@@H](C(=O)CC(=O)OC(C)(C)C)[C@@H](O)c1ccccc1	-4	0%&-3%	0%&-2%	-1	-6	0	·	-1.0%	0%
O=C(COC(=O)c1ccccc1C(=O)N1CCN(c2ccccc2)CC1)Nc1ccccc1	-2	-4%	-2%	0	-4	-3	8	2.8%	0%
CN(c1ccccc1)S(=O)(=O)c1cccc(NC(=O)c2cncc(Br)c2)c1	-7	0%	-7%	7	-16	2	0	1.5%	0%
Cn1c(=O)c2c(ncn2CCOC(=O)C(C)(C)Oc2ccc(Cl)cc2)n(C)c1=O	-14	6%	1%&-1%	·	·	·	·	·	7%
CC(C)CC(NC(=O)/C(=C\c1ccco1)NC(=O)c1ccco1)C(=O)O (centres undefined)	2	2%	-2%	3	-10	-3	2	3.0%	-1%
CC(C)Oc1ccc(/C=N/NC(=O)c2ccc(N(Cc3ccccc3)S(C)(=O)=O)cc2)cc1	2	-2%	-2%	3	-6	9	16	0.7%	-1%
Cn1c(CO)cnc1SCC(=O)c1ccc(F)cc1	-14	-1%	-3%	3	3	2	-4	1.2%	-4%

Continued.
compound	LDHA block	Vif-A3G inh	Glioma ERSR ind	D1 ag	D1 antag	D1 PAM	D2 PAM	RXFP1 agonist	Vif-APOBEC3F blk
Cc1ccc(-c2nn(-c3ccccc3)cc2C(=O)N2CCN(c3ccccn3)CC2)cc1	-9	-20%	0%	3	14	1	-3	4.1%	?
CCN1C(=O)N/C(=C/c2cc(C)n(Cc3ccccc3)c2C)C1=O	-9	-1%	?	1	-16	-3	-9	1.4%	-1%
Cc1cc2nccc(-c3ccco3)n2n1	-2	0%	-3%	1	3	3	16	3.5%	-1%
COc1cc2c(cc1OC)CN(C(=O)CCNS(=O)(=O)c1ccccc1F)CC2	3	-3%	-1%	2	-4	-2	17	-0.6%	0%
Cc1cc(C)c(NC(=O)CNC(=O)CNC(=O)C2CCCCC2)c(C)c1	-5	1%	2%	2	-3	1	7	1.3%	3%
COCCNC(=O)c1ccccc1NC(=O)CN(c1ccc2c(c1)OCO2)S(C)(=O)=O	0	-4%	-4%	2	0	-1	-2	0.2%	11%
Cc1noc(/C=C/N(C)C)c1S(=O)(=O)N1CCN(c2ccccc2)CC1	0	-9%	-5%	1	-37*	-5	-22	-0.3%	2%
Cc1c(C(=O)NCCCN2CCCC2=O)oc2ccc(S(=O)(=O)N3CCOCC3)cc12	-10	-2%	2%	0	8	0	-4	-0.2%	-1%
